Bioassay records as filed in PubChem.
FUS yeast rescue = FUS proteinopathy suppression in yeast; S. cerevisiae FUS-expressing, growth rescue, OD600, 24 h; Potency, µM (titrated, usually from 76.6 µM), without a hit: at the highest dose growth rescue (activation), usual class: activators; 390,000 tested, 0.24% active; AID 1347120;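 note: potency is the fitted concentration of half-maximal effect; plate controls were DMSO vehicle for no effect and reference control for full effect; nearly all actives have a fitted effect of over 55% in size; some results filed as inactive show a strong effect at the top dose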
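Yeast FUS proteinopathy model; galactose-induced FUS (2%), starting OD 0.005. Cpds in dilution series, 24hr, 30C, 99% humidity. Abs 600 nm growth. Pos ctrl CP55940 (top 92uM final); neg ctrl DMSO.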
Abeta yeast res = compounds reversing amyloid beta toxicity in yeast. yeast expressing A-beta42, growth rescue, OD600, 48 h; response scale: 0% DMSO, 100% iron-clioquinol control. Potency, µM (titrated, usually from 46.1 µM), without a hit: at the top dose growth rescue, hits mostly activators. 410,000 tested, 0.063% active. AID 1347071; note: potency is the fitted concentration of half-maximal effect; nearly all actives have a fitted effect of over 55% in size
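Growth rescue measured by 600 nm absorbance after 48 h yeast culture at 30 C with compound. Values normalized between DMSO and an equimolar ferric chloride plus clioquinol control.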
aSyn yeast inh = rescues yeast growth from alpha-synuclein toxicity; Yeast expressing alpha-synuclein, growth rescue, BacTiter-Glo, 24 h; Potency, µM (titrated, usually from 46.1 µM), for inactives: at the highest dose growth rescue (activation), hits mostly activators; 370,000 tested, 0.14% active; AID 652106; note: potency is the fitted concentration of half-maximal effect; % of control where 0% means no effect; nearly all actives have a fitted effect of over 65% in size
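Readout is rescue of growth in alpha-synuclein-expressing yeast, so inhibitors of toxicity appear as activators. Growth after 24 hr at 30 deg C in galactose medium is quantified by luminescence.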
EPAC1 ag = activates human EPAC1 exchange factor | O95398 | EPAC1 agonist qHTS, biochemical assay; response scale: 100% = response to 6.5 mM cAMP | Potency, µM (highest dose often 154 µM), for inactives: at the top dose activation, hits mostly activators | 360,000 tested, 0.073% active; note: potency is the fitted concentration of half-maximal effect; nearly all actives have a fitted effect of over 60% in size
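EPAC1 100 nM, Rap1B–BODIPY-GDP 250 nM, unlabeled GDP 50 uM; compound titration; 5 min RT; kinetic read ex480/em540 at 5-min intervals ×30 min; data normalized to 6.5 mM cAMP agonist control.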
WRN helicase inh = inhibitors of human WRN helicase | Q14191 | WRN helicase unwinding, fluorescent forked duplex, kinetic | Potency, µM (top dose mostly 114 µM), for inactives: top-dose activity change, negative = inhibition, most hits filed as inhibitors | 360,000 tested, 0.46% active | AID 651768; note: potency is the fitted concentration of half-maximal effect; % is set by controls: 0 for no effect and ±100 for the full control effect; nearly all actives have a fitted effect of over 55% in size
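Enzyme (20 nM final) and test compound sit together 15 min at room temperature before substrate addition. Substrate is a single-forked duplex oligonucleotide (100 nM) labelled with fluorophore and quencher, with 2 mM ATP; helicase unwinding raises red fluorescence, read kinetically.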
PLK1 PBD inh = PLK1 (human) polo-box domain binding inhibition | Potency, µM, for the others: max response, negative = inhibition, hits mostly inhibitors | 360,000 tested, 2.8% active | Plk1 PBD binding of FITC phosphopeptide, fluorescence polarization | AID 720504 | P53350; note: potency is the fitted concentration of half-maximal effect; series mostly up to about 57 µM; % is set by controls: 0 for no effect and ±100 for the full control effect; nearly all actives have a fitted effect of over 65% in size
Target sequence (P53350 whole entry, looked up, the tested form may be a part): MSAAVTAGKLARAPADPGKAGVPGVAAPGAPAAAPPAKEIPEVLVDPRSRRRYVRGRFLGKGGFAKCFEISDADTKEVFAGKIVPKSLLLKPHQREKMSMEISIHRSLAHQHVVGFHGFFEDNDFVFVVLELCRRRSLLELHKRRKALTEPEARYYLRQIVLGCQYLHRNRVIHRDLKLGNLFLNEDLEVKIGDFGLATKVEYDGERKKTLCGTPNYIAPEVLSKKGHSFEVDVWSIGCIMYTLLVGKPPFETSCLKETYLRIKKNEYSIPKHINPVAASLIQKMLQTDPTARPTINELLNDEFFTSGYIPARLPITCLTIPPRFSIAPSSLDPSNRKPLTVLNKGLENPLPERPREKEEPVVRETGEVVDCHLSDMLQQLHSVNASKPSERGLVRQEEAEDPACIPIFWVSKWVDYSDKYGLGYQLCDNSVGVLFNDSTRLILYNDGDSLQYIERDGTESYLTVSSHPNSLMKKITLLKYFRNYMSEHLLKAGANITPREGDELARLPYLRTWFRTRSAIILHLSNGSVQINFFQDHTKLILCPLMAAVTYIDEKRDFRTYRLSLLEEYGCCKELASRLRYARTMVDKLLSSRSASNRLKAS
IL2 activator = activators of IL-2; IL-2 activation reporter assay, cell-based qHTS; stimulated with anti-CD3/CD4/CD28 beads; in transgenic mouse T cells; activation, % (series mostly up to about 46 µM); 360,000 tested, 0.065% active; AID 652025; in the data active = activation above about 50%; inconclusive = mostly about 30% to 49%; note: 0% is about no effect
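Unstimulated transgenic mouse T cells; 60-min compound exposure; bead-based TCR/CD4/CD28 stimulation; 18 h culture, 37 degrees C; dual fluorescence (EGFP, DsRed) plate cytometry.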
EPAC1 antagonist = antagonists of human EPAC1; O95398; EPAC1 GEF assay, Rap1b-BODIPY-GDP exchange fluorescence; Potency, µM (top dose mostly 115 µM), inactives show top-dose activity change, negative = inhibition, hits mostly inhibitors; 360,000 tested, 0.14% active; AID 720709;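 note: potency is the fitted concentration of half-maximal effect; plate controls were vehicle for no effect and positive control for full effect; nearly all actives have a fitted effect of over 50% in size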
PI5P4Ka inh = PI5P4K alpha (human) kinase inhibition | P48426 | PI5P4Kalpha enzyme, ADP-Glo luminescence, 60 min; active compounds read low | 330,000 tested, 1.2% active | max response, %; active = max response of -50% or lower; inconclusive = between -30% and -50%; inactive = -30% or higher; note: value at the top dose of about 77 µM; % is set by controls: 0 for no effect and ±100 for the full control effect
Target sequence (P48426 whole entry, looked up): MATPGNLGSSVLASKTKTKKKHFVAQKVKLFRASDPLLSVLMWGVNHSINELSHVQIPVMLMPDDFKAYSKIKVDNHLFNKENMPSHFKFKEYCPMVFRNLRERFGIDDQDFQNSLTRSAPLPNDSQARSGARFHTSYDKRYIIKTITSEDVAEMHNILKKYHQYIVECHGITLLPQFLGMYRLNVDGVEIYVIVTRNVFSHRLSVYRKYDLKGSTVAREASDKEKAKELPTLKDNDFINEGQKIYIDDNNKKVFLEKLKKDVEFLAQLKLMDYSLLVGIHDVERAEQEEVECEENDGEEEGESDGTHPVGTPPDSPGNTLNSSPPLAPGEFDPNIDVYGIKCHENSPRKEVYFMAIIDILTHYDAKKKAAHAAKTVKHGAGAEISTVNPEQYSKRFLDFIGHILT
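Enzyme plus substrate dispensed, test compounds pinned in, then ATP (5 microM final) added. After 60 min at RT, ADP-Glo reagent 1 for 45 min and reagent 2 for 30 min preceded luminescence imaging.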
* marks the source's active call; other numbers are inactive results; [ ] = another dose, or the depositor's remark. Unless noted, calls come from the whole dose curve; as a rule, active = well fitted curve in the direction sought with a large enough effect; inconclusive = small, poorly fitted or top-dose-only effect, or another doubt; inactive = no such curve, though single readings can be large; an effect the other way counts as inactive or inconclusive.

Screening CCOC(=O)c1ccc(NC(=O)C2CCN(S(=O)(=O)CC)CC2)cc1 returned FUS yeast rescue -9%, Abeta yeast res 14%, aSyn yeast inh -8%, EPAC1 ag -4%, WRN helicase inh -5%, PLK1 PBD inh 2%, IL2 activator 0.6, EPAC1 antagonist 9% and PI5P4Ka inh 4.
For Cn1c(SCc2ccc3c(c2)OCO3)nnc1-c1ccccc1 the results were FUS yeast rescue 4%, Abeta yeast res 9%, aSyn yeast inh 15%, EPAC1 ag 12%, WRN helicase inh -26%, PLK1 PBD inh -8%, IL2 activator 0.0, EPAC1 antagonist -12% and PI5P4Ka inh 4.
For COc1cc2ccccc2cc1C(=O)OCc1nc2ccsc2c(=O)[nH]1 the results were FUS yeast rescue -9%, Abeta yeast res -4%, aSyn yeast inh 0%, EPAC1 ag 0%, WRN helicase inh 7%, PLK1 PBD inh -2%, IL2 activator 0.5, EPAC1 antagonist inconclusive and PI5P4Ka inh 0.
`Cc1ccc(NC(=S)N2CCN(S(C)(=O)=O)CC2)cc1C` gave FUS yeast rescue -4%, Abeta yeast res 3%, aSyn yeast inh -1%, EPAC1 ag 7%, WRN helicase inh -4%, PLK1 PBD inh 0%, IL2 activator -0.8, EPAC1 antagonist -22% and PI5P4Ka inh 1.
For O=C(Nc1ccc(CN2CCS(=O)(=O)CC2)cc1)c1ccc(C(F)(F)F)cc1 the results were FUS yeast rescue -1%, Abeta yeast res -5%, aSyn yeast inh 9%, EPAC1 ag -3%, WRN helicase inh 0%, PLK1 PBD inh -4%, IL2 activator -0.4, EPAC1 antagonist 2% and PI5P4Ka inh -3.
`CCOc1ccc(CCNC(=O)CN2C(=O)CCSc3ccccc32)cc1` gave FUS yeast rescue 6%, Abeta yeast res 22%, aSyn yeast inh 0%, EPAC1 ag 16%, WRN helicase inh 6%, PLK1 PBD inh -9%, IL2 activator -0.1, EPAC1 antagonist 8% and PI5P4Ka inh -1.
For Cc1c(Br)c([N+](=O)[O-])nn1CCCC(=O)Nc1sc2c(c1C(N)=O)CCC(C)C2 (stereo not given) the results were Abeta yeast res -14%, aSyn yeast inh -1%, EPAC1 ag -14%, WRN helicase inh 15%, PLK1 PBD inh -25%, IL2 activator -0.5, EPAC1 antagonist -12% and PI5P4Ka inh 2.
CC(C)(C)OC(=O)N1CCCC(C(=O)Nc2ccc(C(=O)N3CCCCC3)cc2)C1 (stereo not given) was read as FUS yeast rescue 22%, Abeta yeast res 4%, aSyn yeast inh 2%, EPAC1 ag 6%, WRN helicase inh -1%, PLK1 PBD inh -4%, IL2 activator -2.6, EPAC1 antagonist 1% and PI5P4Ka inh 4.
For O=C(CCCN1C(=O)/C(=C\c2ccccc2)SC1=S)N1CCOCC1 the results were Abeta yeast res -7%, aSyn yeast inh 0%, EPAC1 ag 11%, WRN helicase inh -35%, PLK1 PBD inh -18%, IL2 activator -4.4, EPAC1 antagonist -27% and PI5P4Ka inh -1.
`CCn1c(SCC(=O)NC2CCCC2)nnc1-c1ccoc1C` gave FUS yeast rescue -11%, Abeta yeast res 2%, aSyn yeast inh 22%, EPAC1 ag 8%, WRN helicase inh 3%, PLK1 PBD inh -12%, IL2 activator -0.2, EPAC1 antagonist 7% and PI5P4Ka inh 2.
Screening O=C(NCCc1c[nH]c2ccc(Cl)cc12)c1ccc([N+](=O)[O-])cc1 returned FUS yeast rescue 4%, Abeta yeast res -8%, aSyn yeast inh 3%, EPAC1 ag -5%, WRN helicase inh -8%, PLK1 PBD inh 0%, IL2 activator -4.4, EPAC1 antagonist 2% and PI5P4Ka inh 17.
O=C(COC(=O)/C=C/c1cccs1)Nc1ccc(Cl)cc1F was read as Abeta yeast res 0%, aSyn yeast inh -12%, EPAC1 ag 4%, WRN helicase inh 1%, PLK1 PBD inh -9%, IL2 activator -4.9, EPAC1 antagonist 6% and PI5P4Ka inh 14.
`COC(=O)c1ccccc1NC(=O)c1ccccc1OC` gave FUS yeast rescue -3%, Abeta yeast res -19%, aSyn yeast inh 6%, EPAC1 ag 10%, WRN helicase inh -11%, PLK1 PBD inh -1%, IL2 activator -0.4, EPAC1 antagonist 7% and PI5P4Ka inh 15.
`CCC(=O)Nc1ccc(S(=O)(=O)Nc2c(NC)c3ccccc3oc2=O)cc1` gave FUS yeast rescue -10%, Abeta yeast res 9%, aSyn yeast inh 0%, EPAC1 ag 11%, WRN helicase inh -1%, PLK1 PBD inh -5%, IL2 activator -1.4, EPAC1 antagonist 18% and PI5P4Ka inh 0.
For C=CCc1c(OC)ccc2c1c(S(=O)(=O)c1ccc(C)cc1)cn2COC the results were FUS yeast rescue inconclusive, Abeta yeast res 2%, aSyn yeast inh 20%, EPAC1 ag 6%, WRN helicase inh inconclusive, PLK1 PBD inh -13%, IL2 activator -1.1, EPAC1 antagonist -25% and PI5P4Ka inh 10.
For Cc1ccc(OCc2cc(C(=O)N(C)Cc3cnn(C)c3)no2)cc1C the results were FUS yeast rescue -21%, Abeta yeast res -3%, aSyn yeast inh 6%, EPAC1 ag 3%, WRN helicase inh 4%, PLK1 PBD inh 0%, IL2 activator 0.0, EPAC1 antagonist -1% and PI5P4Ka inh 2.
`Cn1c(CN2CCOCC2)nc2cc(NC(=O)c3ccc(F)cc3)ccc21` gave FUS yeast rescue -1%, Abeta yeast res 0%, aSyn yeast inh 6%, EPAC1 ag 7%, WRN helicase inh 0%, PLK1 PBD inh -7%, IL2 activator -2.9 and EPAC1 antagonist 1%.
`Cc1nn(-c2ccccc2)c2c1C(c1ccc(Br)s1)C(C#N)=C(N)O2` (stereo not given) gave FUS yeast rescue -3%, Abeta yeast res 8%, aSyn yeast inh -17%, EPAC1 ag 12%, WRN helicase inh -18%, PLK1 PBD inh inconclusive, IL2 activator -0.5, EPAC1 antagonist -24% and PI5P4Ka inh 4.
`CCCc1cc(=O)oc2cc(C)cc(OCC(=O)O)c12` gave FUS yeast rescue 26%, Abeta yeast res -5%, aSyn yeast inh 2%, EPAC1 ag -4%, WRN helicase inh 0%, PLK1 PBD inh -13%, IL2 activator -1.9, EPAC1 antagonist -5% and PI5P4Ka inh 0.
`Cn1c(=N)c(S(=O)(=O)c2ccccc2)cc2c(=O)n3ccccc3nc21` gave FUS yeast rescue -11%, Abeta yeast res 6%, aSyn yeast inh -1%, EPAC1 ag -37%[inhibitor], WRN helicase inh 6%, PLK1 PBD inh -7%, IL2 activator -0.5, EPAC1 antagonist -17% and PI5P4Ka inh 0.
CCNC(=O)N1CCN(S(=O)(=O)c2ccc3c(c2)OCCCO3)CC1 was read as FUS yeast rescue -26%, Abeta yeast res 7%, aSyn yeast inh 0%, EPAC1 ag 4%, WRN helicase inh 4%, PLK1 PBD inh 0%, IL2 activator -0.9, EPAC1 antagonist 0% and PI5P4Ka inh -3.
O=S(=O)(NCCSc1ccc(Cl)cc1)c1ccc(F)cc1 was read as FUS yeast rescue 29%, Abeta yeast res -19%, aSyn yeast inh 23%, EPAC1 ag 15%, WRN helicase inh -14%, PLK1 PBD inh -11%, IL2 activator -1.1, EPAC1 antagonist inconclusive and PI5P4Ka inh 4.
CCC(CC)NC(=O)Cc1ccccc1[N+](=O)[O-] was read as FUS yeast rescue -12%, Abeta yeast res -12%, aSyn yeast inh 1%, EPAC1 ag -6%, WRN helicase inh -4%, PLK1 PBD inh -2%, IL2 activator 0.2, EPAC1 antagonist 8% and PI5P4Ka inh -4.
For COc1ccc(C(C)(NC(C)=O)c2nc(-c3cccc(NC(C)=O)c3)cs2)cc1 (stereo not given) the results were FUS yeast rescue 10%, Abeta yeast res -9%, aSyn yeast inh -13%, EPAC1 ag 0%, WRN helicase inh -2%, PLK1 PBD inh -2%, IL2 activator -0.5, EPAC1 antagonist -3% and PI5P4Ka inh 1.
Screening CCN(c1cccc(C)c1)S(=O)(=O)c1ccc2[nH]c(=O)c(=O)[nH]c2c1 returned FUS yeast rescue 14%, Abeta yeast res -1%, aSyn yeast inh -1%, EPAC1 ag -3%, WRN helicase inh -16%, PLK1 PBD inh -4%, IL2 activator 0.2 and EPAC1 antagonist 16%.
CC(C)(C)N1CC23CCC(C[C@@H]2C1=O)O3 (stereo not given in full) was read as FUS yeast rescue -9%, Abeta yeast res -26%, aSyn yeast inh -3%, EPAC1 ag -7%, WRN helicase inh 15%, PLK1 PBD inh 4%, IL2 activator 2.1, EPAC1 antagonist 12% and PI5P4Ka inh 19.
For COc1ccc(C2CC(c3cccs3)Nc3nnnn32)cc1 (stereo not given) the results were FUS yeast rescue 8%, Abeta yeast res 3%, aSyn yeast inh 1%, EPAC1 ag -4%, WRN helicase inh -3%, PLK1 PBD inh -13%, IL2 activator 0.5, EPAC1 antagonist -16% and PI5P4Ka inh -19.
`CC(=O)N(C)c1ccc(OCC(O)COc2ccc(N(C)C(C)=O)cc2)cc1` gave FUS yeast rescue 9%, Abeta yeast res 12%, aSyn yeast inh 2%, EPAC1 ag 13%, WRN helicase inh -9%[57.1 µM], PLK1 PBD inh 5%, IL2 activator 5.7, EPAC1 antagonist -10% and PI5P4Ka inh 1.
Screening COc1ccccc1N(C)S(=O)(=O)c1ccc(C(=O)OCC(=O)Nc2ccc(C(N)=O)cc2)cc1 returned FUS yeast rescue 11%, Abeta yeast res 1%, aSyn yeast inh -6%, EPAC1 ag -3%, WRN helicase inh -9%, PLK1 PBD inh -4%, IL2 activator 0.0, EPAC1 antagonist -14% and PI5P4Ka inh -5.
`CCCCC1CC(C)(C(=O)CSc2nc3ccccc3s2)OC1=O` (stereo not given) gave FUS yeast rescue 2%, Abeta yeast res 5%[9.22 µM], aSyn yeast inh 0%, EPAC1 ag 9%, WRN helicase inh -27%, PLK1 PBD inh -7%, IL2 activator -3.9, EPAC1 antagonist -26% and PI5P4Ka inh 3.
